PGC1a acetyl inh = modulators of PGC1a acetylation. inhibition, % at 15.6 µM. hit rate 0.17% among 350,000. U2OS PGC1a acetylation, AlphaScreen anti-acetyl-lysine; with virally co-expressed GCN5 acetyltransferase;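 active means every replicate shows inhibition of at least 40%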;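 further: 0% = neutral control wells and 100% = positive control wells; some results beyond the cut were filed as inactive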
Cneo AK release = causes C. neoformans cell lysis | adenylate kinase release luminescence, 4 h; normalised: neutral wells 0, clomiphene wells 100 | lysis activity, % at 15 µM | hit rate 0.2% among 360,000 | AID 651654;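 active means mean lysis activity across replicates of at least 80%, whatever share of replicates individually reach that level; inactive means mean lysis activity below 80%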
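Schedule: static 4 h at 37 °C with compound, 1 h detection; system: C. neoformans cells; benchmarks: Clomiphene as positive control; buffer or medium: fresh YPD medium; measure: luminescence rise reflecting yeast cell lysis; measured by: luminescent adenylate kinase detection reagent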
CFTR F508del cor = correctors of CFTR F508del function in bronchial epithelial cells; AID 720511; activity (quench increase), % at 7.58 µM; hit rate 0.36% among 350,000; CFBE cells, YFP halide quenching; stimulated with forskolin plus potentiator P3; % fluorescence drop versus neutral controls;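 active means mean added fluorescence quench of at least 8% versus neutral control, with both replicates also reaching 8%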;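 further: cells transiently co-express mutant CFTR-F508del with the halide-sensitive YFP; corrector assay measuring rescue of mutant channel to the surface after 24 h compound exposure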
INS-1E GSIS act = GLuc luminescence reporter in INS-1E cells, primary screen for activators of glucose-dependent secretion of insulin; hit rate 0.61% among 370,000; INS-1E GLuc reporter insulin secretion, 2-3 h; activation, % at 16.6 µM; AID 743287;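 active means lowest replicate activation of at least 40%, so every replicate reaches that level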;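 further: 0% = median of neutral control wells and 100% = median of IBMX positive control wells; some compounds called inactive have numbers as strong as hits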
PglD DTNB = inhibitors of Campylobacter jejuni PglD acetyltransferase; hit rate 0.098% among 360,000; inhibition, % at 12.5 µM; purified PglD enzyme, DTNB colorimetric CoA detection; AID 602405; in the data active means inhibition above about 16%, passing the limit was not always enough; further: strong numbers were not always called active
FN deposit inh = fibronectin deposition inhibition. AH1F fibroblasts, Alexa488-fibronectin deposition fluorescence, overnight. inhibition, % at 12.6 µM. hit rate 0.086% among 350,000;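 active means mean inhibition across replicates of 30% or more, regardless of how many single replicates reach that level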;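 further: positive control wells lacked labelled fibronectin entirely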
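Schedule: 1 h cell adhesion before compound, then overnight fibronectin incubation; test system: AH1F fibroblast monolayer depositing Alexa488-labelled fibronectin into matrix; quantity: 10000 AH1F cells per well; probe or stimulus: fluorescent fibronectin at 24 nM final; signal: fluorescence, ex 485 nm, em 525 nm; evaluation: percent inhibition as loss of matrix-bound fibronectin fluorescence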
miR122 inh = blocks miR-122 activity in Huh7 sensor cells | Huh7 miR-122 Renilla luciferase sensor, 48 h; neutral wells = 0, positive control = 100 | activation (reporter increase), % at 12.5 µM | hit rate 0.3% among 340,000 | AID 602342;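 active means mean replicate activation score at least 90 and every replicate individually at or above 90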;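 further: higher luciferase means less miR-122 activity so hits act as miR-122 inhibitors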
C2C12 statin = suppression of simvastatin myotoxicity | C2C12 myotubes + simvastatin, ATP luminescence, 48 h; scaled: DMSO 0, geranylgeraniol control 100 | rescue of ATP level, % at 7.49 µM | hit rate 0.78% among 330,000;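 active means mean ATP rescue above about 67%, or every replicate alone reaching that limit, limit read from the data, passing the limit was not always enough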;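 further: myotubes were challenged with 10 µM simvastatin during compound exposure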
Starred values were filed as active, the others as inactive; . = not tested or not shown; [ ] = another dose, or the depositor's remark.

SMILES	PGC1a acetyl inh	Cneo AK release	CFTR F508del cor	INS-1E GSIS act	PglD DTNB	FN deposit inh	miR122 inh	C2C12 statin
COc1cccc(-n2nnc3c(=O)n(CC(=O)NCC4CCCO4)cnc32)c1 (stereo unspecified)	.	2	1.5	.	-1	-2	.	14
COc1ccc(NC(C)=O)cc1NC(=O)c1cccc(S(=O)(=O)N2CCN(Cc3ccccc3)CC2)c1	-9	0	-2.6	-14	0	11	.	5
Cc1noc(C)c1COc1cccc(C(=O)Nc2ccc(OCc3ccccc3)cc2)c1	-5	0	.	.	1	.	-4	-45
CC(C)C1N(C(=O)CN2CCCCC2)CCN1S(=O)(=O)c1ccccc1 (stereo unspecified)	-21	0	0.4	-24	5	17	-4	-8
CCOC(=O)N1CCN(C(=O)CCc2ccccc2)CC1	9	-1	2.8	-2	0	-5	-9	-6
Cc1c(C(=O)NCc2ccccc2C(F)(F)F)sc(=O)n1Cc1ccc(S(=O)(=O)N(C)C)cc1	.	-1	1.3	-12	-3	-1	.	6
COc1ccc(/C=C(\C)C(=O)c2c(C)cc(C)[nH]c2=O)cc1	-1	-3	0.1	14	-2	-21	17	-1
COc1ccccc1NC(=O)CN1CCN(CC(=O)Nc2ccc(F)cc2)CC1	-10	2	.	1	1	.	-7	-7
NS(=O)(=O)c1ccc(Sc2nc3ccccc3s2)c([N+](=O)[O-])c1	1	1	3.0	.	1	2	31	.
CC(=NNC(=S)N1CC2CCC(CC2)C1)c1ccccn1	.	2	5.5	.	-4	-6	.	.
Cc1ccc(C)c(NC2=NC3(CCCCC3)N=C(N)N2)c1	.	0	.	10	2	.	3	2
CC1CCN(S(=O)(=O)c2cn(CC(=O)N3CCN(c4cccc(C(F)(F)F)c4)CC3)cn2)CC1	4	-1	.	.	0	.	-1	19
CO[C@H](CN(C)C(=O)Nc1ccc(C(F)(F)F)cc1)[C@@H](C)CN(Cc1ccccc1Cl)[C@@H](C)CO	-9	0	0.3	4	9	-1	.	-14
CC(=O)c1cccc(N(CC(=O)Nc2ccc(S(=O)(=O)N3CCOCC3)cc2)S(C)(=O)=O)c1	.	2	-2.2	-8	8	1	.	2
CCC(=O)OC1CSc2nc3ccccc3n2C1 (stereo unspecified)	-6	3	.	.	8	-2	9	-7
CCOCCOC(=O)C1=C(C)NC(=O)NC1c1ccc2c(c1)OCO2 (stereo unspecified)	-4	-2	3.0	9	-3	6	-5	-3
COc1ccc(-n2nnnc2CNC(=O)c2c(-c3ccccc3Cl)noc2C)cc1	-13	-3	2.3	30	-2	0	3	-6
CC(C)(C)OC(=O)C[C@H]1C/C=C\C[C@H](CC(=O)N[C@@H](CO)Cc2ccccc2)C(=O)N[C@H](C(C)(C)C)COC1=O	.	1	-1.5	27	0	3	.	-37
C[C@@H]1CN([C@H](C)CO)C(=O)c2cc(C#CC3(O)CCCC3)cnc2O[C@@H]1CN(C)Cc1cccnc1	4	.	-1.5	14	.	-2	.	.
COc1ccc(NC(=O)CSc2nnc(Cc3ccc(C)cc3)c(=O)n2N)cc1OC	-4	0	7.2	-19	0	-15	-2	12
Cc1ccc2c(c1)[C@H]1[C@H](CO2)[C@H](c2ccccc2)[C@]2(C)C(=O)N(Cc3ccccc3)CC(=O)N12	-32	-1	1.7	8	-1	-1	-6	10
C[C@H]1CN([C@@H](C)CO)C(=O)c2cc(C#CCN(C)C)cnc2O[C@@H]1CN(C)Cc1ccc(F)cc1	3	0	-1.9	6	3	-8	-9[16.7 µM]	13
Cc1c(C(=O)NCc2cccnc2)oc2ccc(S(=O)(=O)N3CCC4(CC3)OCCO4)cc12	.	-3	.	.	0	-7	-1	-2
COc1ccc(C(C)=O)cc1CSc1ccc2c(c1)OCCO2	-32	-1	-0.9	5	0	-3	-7	-3
COc1ccc(CN(C)C[C@@H]2OCCCC[C@@H](C)Oc3ccc(NC(=O)Nc4c(C)noc4C)cc3C(=O)N([C@@H](C)CO)C[C@H]2C)cc1	2	-3	0.4	12	7	.	-1[16.7 µM]	.
CCOC(=O)N1CCN(S(=O)(=O)N(C)C)CC1	-1	-4	.	.	2	.	1	3
C[C@H]1CN([C@@H](C)CO)C(=O)c2cccc(NC(=O)Nc3ccc4c(c3)OCO4)c2O[C@H]1CN(C)Cc1ccc(-c2ccccc2)cc1	-6	-1	1.6	-10	1	14	-3[16.7 µM]	.
C[C@H](NC(=O)[C@H]1N[C@H]2c3ccc(-c4ccc(C(=O)N(C)C)cc4)c(=O)n3C[C@H]2[C@@H]1CO)c1ccccc1	1	-1	-1.0	1	6	.	0[16.7 µM]	-8
N#C[C@@H]1[C@@H](c2ccc(C3=CCCCC3)cc2)[C@H](CO)N1C(=O)c1ccccn1	-5	-4	-2.8	0	7	5	.	0
COc1cccc(CN2CCCC(C(=O)c3ccc4c(c3)OCO4)C2)c1O (stereo unspecified)	.	.	1.0	8	.	-4	-6	.
O=C(NC1CCN(S(=O)(=O)c2ccc(F)cc2)CC1)c1cccnc1	.	3	-0.9	4	0	-14	5	-12
CCn1c2ccccc2c2nnc(SCc3ccccc3)nc21	7	2	-2.7	14	.	0	0	-23
COc1cccc(C(=O)Nc2ccc3c(c2)C(=O)N(C)[C@@H]2CC[C@H](CC(=O)NCC4CC4)O[C@@H]2CO3)c1	-3	2	0.1	-18	-6	-23	-3[16.7 µM]	4
O=S(=O)(NCCc1ccccc1)c1ccc(-n2cnnn2)cc1	.	2	1.7	5	-11	-5	.	-1
O=C(c1ccc(Cl)c(S(=O)(=O)N2CCCCC2)c1)N1CCCC1	2	7	2.2	7	-1	8	7	1
CCC(=O)Nc1ccc2c(c1)OC[C@@H](C)N(C(=O)Cc1cccnc1)C[C@H](C)[C@@H](OC)CN(C)C2=O	7	3	-1.3	18	-1	0	.	13
O=C(O)c1cccc(S(=O)(=O)Nc2cccc(S(=O)(=O)N3CCCC3)c2)c1	-2	-2	-5.1	.	-2	0	.	-2
O=C(Nc1ccccc1Oc1cccnc1)C1CCCN(C/C=C/c2ccccc2)C1 (stereo unspecified)	.	0	3.1	20	3	.	.	-5
CCOC(=O)/C=c1\s/c(=C\c2ccc(C(=O)OC)cc2)c(=O)n1CC(=O)Nc1ccccc1	0	-1	-0.4	6	-2	4	-1	5
C=CCNC(=O)c1cc2cccc(OC)c2oc1=O	-1	.	0.0	-4	.	-5	.	.
COc1cc(C(=O)N2CCC2(C)C(=O)O)cc(OC)c1OC (stereo unspecified)	4	-1	0.8	-1	3	-18	-7	-1
N#Cc1ccccc1Cn1cc(/C=N/Nc2ccc([N+](=O)[O-])cn2)c2ccccc21	4	-1	0.2	-13	9	-12	6	-1
CCN1CCN(CCC(=O)Nc2cccc(OC)c2)CC1	-10	-4	.	.	2	0	2	.
CCOc1ccc(C(C)=O)cc1CSc1nnnn1-c1ccc(O)cc1	0	11	-2.9	5	-2	3	1	5
CSCCC(NC(=O)COc1ccccc1)C(=O)N1CCN(C(C)=O)CC1 (stereo unspecified)	.	6	1.9	3	0	-2	4	6
O=C(Nc1ccc2[nH]c(=O)[nH]c2c1)c1c(F)c(F)c(F)c(F)c1F	-5	.	0.7	2	.	-2	19	.
Cc1ccc(C)c(OCC(=O)Nc2nc3ccc([N+](=O)[O-])cc3s2)c1	1	4	.	-31	6	0	-5	.
CC(C)COC(=O)N(C)C[C@H]1OCc2ccccc2-c2c(n(C)c3ccccc23)C(=O)N([C@H](C)CO)C[C@@H]1C	4	5	0.7	-1	-2	-3	.	.
CC(C)(C)c1ccc(C(=O)N/N=C/c2ccccn2)cc1	8	-6	2.2	-3	2	7	-6	-8
COc1ccc(S(=O)(=O)N2CCNC(=O)C2)cc1Br	-13	-1	-1.8	-6	-3	.	0	3

The results go on:
SMILES	PGC1a acetyl inh	Cneo AK release	CFTR F508del cor	INS-1E GSIS act	PglD DTNB	FN deposit inh	miR122 inh	C2C12 statin
COc1ccc(-c2cnc3c(c2)C(=O)N([C@@H](C)CO)C[C@@H](C)[C@H](CN(C)S(C)(=O)=O)O3)cc1	8	-16	1.5	6	-2	6	2[16.7 µM]	0
CCOc1ccccc1C(=O)NCC(=O)OCC(=O)N1CCCC1	-4	0	1.4	12	-2	-1	-5	-3
Cc1ccc(NC(=O)COC(=O)CCc2ccccc2)c(Cl)c1	.	-1	-1.2	2	3	1	.	3
C[C@@H]1CN([C@H](C)CO)C(=O)CCCn2nncc2CO[C@@H]1CN(C)C(=O)Nc1ccc(F)cc1	8	-2	1.4	-13	-1	-22	6[16.7 µM]	10

From PubChem
